POLK inh = blocks human DNA polymerase kappa activity; Q9UBT6; purified Pol kappa, fluorescent DNA synthesis assay, 10 min; Potency, µM (series often up to 107 µM), inactives show at the highest dose activity, negative = inhibition, hits mostly inhibitors; 0.53% of 400,000 active; AID 588579; note: potency is the fitted concentration of half-maximal effect; % is set by controls: 0 for no effect and ±100 for the full control effect
Target sequence (Q9UBT6 whole entry, looked up): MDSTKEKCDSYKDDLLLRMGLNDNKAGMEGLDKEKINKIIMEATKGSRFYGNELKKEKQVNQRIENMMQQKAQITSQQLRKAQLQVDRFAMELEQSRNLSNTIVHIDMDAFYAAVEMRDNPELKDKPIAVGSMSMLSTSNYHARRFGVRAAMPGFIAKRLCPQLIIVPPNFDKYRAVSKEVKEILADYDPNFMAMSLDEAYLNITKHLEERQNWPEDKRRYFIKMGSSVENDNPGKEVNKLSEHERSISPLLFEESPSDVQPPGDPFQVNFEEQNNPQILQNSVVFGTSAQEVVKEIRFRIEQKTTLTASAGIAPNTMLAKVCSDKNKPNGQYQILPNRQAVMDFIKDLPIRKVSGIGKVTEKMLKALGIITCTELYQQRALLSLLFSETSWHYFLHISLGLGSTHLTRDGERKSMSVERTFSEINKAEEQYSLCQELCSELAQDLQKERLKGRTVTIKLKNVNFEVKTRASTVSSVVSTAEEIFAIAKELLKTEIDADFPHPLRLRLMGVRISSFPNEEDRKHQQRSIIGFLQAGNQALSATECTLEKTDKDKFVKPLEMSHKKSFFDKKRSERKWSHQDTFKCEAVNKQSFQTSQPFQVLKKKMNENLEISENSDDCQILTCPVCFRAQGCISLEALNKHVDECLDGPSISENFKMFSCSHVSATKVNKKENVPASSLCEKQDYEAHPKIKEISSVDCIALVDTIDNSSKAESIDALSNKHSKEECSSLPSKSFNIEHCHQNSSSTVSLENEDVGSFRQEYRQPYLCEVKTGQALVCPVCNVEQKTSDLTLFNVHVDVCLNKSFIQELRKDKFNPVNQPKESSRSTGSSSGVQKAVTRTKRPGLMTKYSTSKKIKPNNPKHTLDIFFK
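10 nM Pol kappa was preincubated with compounds for 15 min at room temperature. Reaction started with 50 nM (final) substrate. Fluorescence read kinetically at 0 and 10 min.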
RXFP1 antag = blocks the human relaxin receptor RXFP1. HEK293-RXFP1, relaxin-stimulated cAMP HTRF, 30 min; active compounds read low. activity change, negative = inhibition, % at 57.5 µM. 0.59% of 350,000 active;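 active = activity change of -60% or lower, but not beyond a set lower limit; inconclusive = change between -60% and -40%, or beyond the set limit; inactive = change above -40%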; note: % is set by controls: 0 for no effect and ±100 for the full control effect
Tb PGK inh = inhibitors of T. brucei phosphoglycerate kinase | Potency, µM (top dose mostly 57.5 µM), inactives show at the top dose activity change, negative = inhibition, most hits filed as inhibitors | AID 602233 | PGK/GAPDH coupled, Kinase-Glo luminescence, 60 min | P07378 | 0.043% of 380,000 active; note: potency is the fitted concentration of half-maximal effect; % is set by controls: 0 for no effect and ±100 for the full control effect; nearly all actives have a fitted effect of over 60% in size
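Recombinant glycosomal PGK reaction used 1,3-bisphosphoglycerate generated in-well by GAPDH (100nM final) in 100mM TEA pH 7.6, 5mM MgCl2, 0.01% Tween-20. After 60 minutes at room temperature, ATP was read by Kinase-Glo Plus luminescence end-point.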
POLB inh = inhibitors of human DNA polymerase beta. Potency, µM (highest dose often 114 µM), without a hit: top-dose activity change, negative = inhibition, hits mostly inhibitors. Pol beta primer extension/strand displacement, fluorescence kinetic. P06746. 1.3% of 340,000 active. AID 485314; note: potency is the fitted concentration of half-maximal effect; % is set by controls: 0 for no effect and ±100 for the full control effect
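10 nM enzyme + cpd, 15 min RT; start with substrate 50 nM final; read 0 min and after 10 min RT. Corrected, normalized data; 4-parameter Hill curve fit.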
BLM inh = inhibitors of human Bloom syndrome helicase BLM | 0.2% of 350,000 active | Potency, µM (series often up to 56.1 µM), for inactives: at the highest dose activity change, negative = inhibition, most hits filed as inhibitors | P54132 | recombinant BLM DNA unwinding, fluorescence dequenching;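 note: potency is the fitted concentration of half-maximal effect; plate controls were vehicle for no effect and no enzyme for full effect; nearly all actives have a fitted effect of over 35% in size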
POLI inh = blocks human DNA polymerase iota activity | Pol iota fluorescent replication assay, 10 min | Q9UNA4 | Potency, µM (highest dose often 115 µM), for inactives: top-dose activity, negative = inhibition, hits mostly inhibitors | 1% of 390,000 active; note: potency is the fitted concentration of half-maximal effect
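Fluorescent replication assay read twice, at 0 min and 10 min after adding 50 nM (final) substrate. Enzyme (10 nM) and compounds were first incubated 15 min at room temperature; enzyme-free buffer wells were negative controls.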
POLH inh = blocks human DNA polymerase eta activity | Potency, µM (titrated, usually from 114 µM), for the others: top-dose activity change, negative = inhibition, hits mostly inhibitors | 1.2% of 390,000 active | Q9Y253 | recombinant Pol eta, fluorescent DNA replication assay; note: potency is the fitted concentration of half-maximal effect; % is set by controls: 0 for no effect and ±100 for the full control effect
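Pol eta at 10 nM preincubated with compounds 15 min at room temperature; reaction started with fluorescent substrate (50 nM final) and read kinetically at 0 and 10 min.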
APE1 inh = blocks human APE1 abasic DNA cleavage | P27695 | recombinant APE1, TAMRA/BHQ-2 abasic DNA cleavage fluorescence | 0.35% of 350,000 active | Potency, µM (series often up to 65.8 µM), for the others: top-dose activity change, negative = inhibition, usual class: inhibitors;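 note: potency is the fitted concentration of half-maximal effect; plate controls were vehicle for no effect and reference inhibitor for full effect; nearly all actives have a fitted effect of over 55% in size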
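Quantitative HTS: incision of a TAMRA/BHQ-2 double-stranded substrate bearing a tetrahydrofuran abasic site by 0.75 nM APE1 raises fluorescence. Substrate 50 nM final, added after 15 min compound preincubation at room temperature; progress as third-minus-first kinetic read difference.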
Apoferritin bind = candidate novel general anesthetic via apoferritin binding; P02791; apoferritin/1-aminoanthracene competitive binding, fluorescence; Potency, µM (doses to about 77.5 µM), for the others: at the top dose activity change, negative = displacement, hits mostly inhibitors; 0.074% of 350,000 active; AID 485281; note: potency is the fitted concentration of half-maximal effect; % is set by controls: 0 for no effect and ±100 for the full control effect; nearly all actives have a fitted effect of over 20% in size
Target sequence (P02791 2-175 limits assumed): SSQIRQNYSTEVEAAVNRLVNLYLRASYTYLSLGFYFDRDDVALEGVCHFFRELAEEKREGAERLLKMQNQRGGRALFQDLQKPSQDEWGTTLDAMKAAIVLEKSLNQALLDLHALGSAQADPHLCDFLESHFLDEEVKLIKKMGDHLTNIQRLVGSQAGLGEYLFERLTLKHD
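In PBS, apoferritin at 10 uM is loaded with 1-AMA from a 50% saturated solution. After 10 min of compound exposure at ambient temperature, reduced 535 nm fluorescence indicates probe displacement.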
Starred values were filed as active, the others as inactive; i = inactive; ? = inconclusive; nt = no result given; & = joins results of further samples; [ ] = remark or other dose. Unless noted, calls come from the whole dose curve; as a rule, active = well fitted curve in the direction sought with a large enough effect; inconclusive = small, poorly fitted or top-dose-only effect, or another doubt; inactive = no such curve, though single readings can be large; an effect the other way counts as inactive or inconclusive. The list is partial. The share of hits here may be higher or lower than overall.

SMILES	POLK inh	RXFP1 antag	Tb PGK inh	POLB inh	BLM inh	POLI inh	POLH inh	APE1 inh	Apoferritin bind
Cc1ccc(C(=O)NCc2ccc3c(c2)CCN3C(=O)c2ccc(C)cc2)cc1	-5%[60.1 µM]	3	-11%	8%	-3%	10%	8%	nt	7%
Cc1ccc(-c2nn(CCC(=O)O)cc2/C=C\C(=O)c2ccc(Br)cc2)cc1	4%	-9	-9%	-23%	-13%	40µM*	79µM*	3%	-23%
COc1ccc(CCNC(=O)COc2cc(C)cc3oc(=O)c(C)c(C)c23)cc1OC	2%	nt	8%	nt	nt	8%	-6%	nt	nt
O=C(Nc1ccc2c(c1)OCCO2)N1CCN(c2ccc(F)cc2)CC1	-12%	-6	13%	-3%	-2%	12%	-3%	-6%	-5%
COc1ccc(C2CC(C(F)(F)F)n3nc(C(=O)O)c(Cl)c3N2)cc1OC (stereo not drawn)	-17%	3	1%	2%	0%	-3%	-14%	4%	0%
CC(=O)Nc1cc(C(=O)NCc2ccc(C)cc2)ccc1Sc1ccc(C)cc1	-9%[60.1 µM]	-28	-5%	25%	-27%	11%	-9%	nt	-4%
CCOC(=O)c1cccc(NC(=O)CN(c2ccc(C)cc2)S(=O)(=O)c2c(C)noc2C)c1	-25%	-4	0%	-2%	11%	-8%	-11%	-5%	?
COc1ccc(N2C(=O)CC(Sc3nnc(-c4ccccc4)o3)C2=O)cc1 (stereo not drawn)	-2%	-7	-3%	0%	1%	32%[activator]	-10%	2%	-17%
CC(CNC(=O)Cn1cnc2c(NCc3ccccc3)ncnc21)c1ccccc1 (stereo not drawn)	6%	nt	-1%	nt	nt	16%	-4%	3%	nt
OCCN(CCO)CC(O)COc1ccc2c(c1)OCO2 (stereo not drawn)	-4%	-4	-10%	13%	-7%	-4%	-18%	4%	0%
Nc1nn(S(=O)(=O)c2ccccc2)cc1-c1ccc([N+](=O)[O-])cc1	-7%	8	-4%	1%	-6%	27%	-5%	-4%	-11%
COc1cc(/C=N/NC(=S)Nc2cccc(Cl)c2C)ccc1OCC(=O)N1CC(C)OC(C)C1 (stereo not drawn)	-7%	nt	-11%	-13%	-6%	7%	-8%	-4%	-12%
COc1cc(C)c(Cl)cc1S(=O)(=O)NCC1CCCO1 (stereo not drawn)	-7%	-6	1%	-3%	-2%	15%	-24%	0%	4%
COc1ccccc1CNC(=O)N1CCN(c2ccccc2C)CC1	-5%	-6	-2%	35%	2%	-23%	-12%	-24%	-3%
O=C(CSc1nnc2ncccn12)N1CCCCCC1	0%	-7	1%	-26%	-4%	15%	-16%	-2%	1%
O=C(NC1CCCC1)C(c1ccc(F)cc1)N(C(=O)Cc1cccs1)c1ccc2c(c1)OCCO2 (stereo not drawn)	-9%	-6	2%	85%	-10%	7%	-2%	12%	-4%
CN(C)c1ccc(NC(=O)c2ccc3nsnc3c2)cc1	5%	-5	-1%	-19%	-1%	37%[activator]	5%	-2%	6%
COc1ccc2oc(=O)c(-c3cn4c(n3)sc3cc(F)ccc34)cc2c1	-6%[60.1 µM]	-13	-7%	-7%	-2%	-1%	19%	nt	13%
COC(=O)c1ccccc1NC(=O)CSc1nc2ncccc2[nH]1	4%	-1	-10%	-1%	1%	8%	-11%	0%	-13%
COCCN(C(=O)COC(=O)Cc1coc2cc(C)ccc12)c1c(N)n(Cc2ccccc2)c(=O)[nH]c1=O	?	-1	-3%	nt	nt	35µM*	20µM*	-33%	nt
Cc1ccc(NC(=O)Nc2ccccc2)nc1	-2%	-2	4%	nt	nt	0%	-1%	nt	nt
CCN(C(=O)c1ccc2c(=O)n3c(nc2c1)CCCCC3)c1cc(OC)ccc1OC	2%	-23	-5%	2%	1%	-16%	-13%	-11%	5%
Nc1nc(SCC(=O)N2CCOCC2)n[nH]1	6%	1	i	-25%	-5%	103%[activator]	-9%	1%	-4%
Cc1cc(C)c(NC(=O)Cn2nnc(-c3nc(-c4ccccc4)no3)c2N)c(C)c1	-8%	4	-4%	2%	-13%	29%	-5%	nt	-3%
COc1cccc2cc(-c3csc(NC(=O)CCC(=O)NCCCN4CCC(C)CC4)n3)c(=O)oc12	5%	-22	-5%	32%	-9%	12%	-6%	19%	-7%
O=C(Cc1ccccc1)c1c[nH]c(C(=O)NC2CCCC2)c1	4%	-3	-3%	8%	-10%	6%	3%	-3%	-4%
Cc1ccc(-n2[nH]c(C)c(C=Nc3ccc(S(=O)(=O)N4CCOCC4)cc3)c2=O)c(C)c1	nt	nt	nt	42%	3%	nt	nt	5%	-12%
Cc1c(Br)c([N+](=O)[O-])nn1CCCC(=O)NC(C)c1ccccc1 (stereo not drawn)	16%	7	i	-24%	-8%	9%	6%	3%	-16%
COc1ccc(/C=C/C(=O)N2CCCc3ccccc32)cc1	-11%	-14	-7%	1%	-15%	-1%	-18%	-1%	?
CN1C(=O)C(Cc2c[nH]c3ccccc23)NC1=S (stereo not drawn)	-15%[60.1 µM]	nt	nt	nt	6%&-7%	nt	nt	-5%&-5%	2%&-21%
Cc1ccc2cc(CN(C)S(C)(=O)=O)c(=O)[nH]c2c1	3%	4	-1%	0%	2%	12%	11%	-12%	-3%
S=C(Nc1ccccc1)N1CCCCC1	-11%	6	?	13%	0%	16%	3%	-5%	?
CC1(C)CC(NC(=O)C2CCN(S(=O)(=O)c3ccc(F)cc3)CC2)CC(C)(C)N1	-7%	-5	0%	-23%	2%	51%[activator]	-21%	15%	-11%
CCCC(=O)Nc1c2c(nn1-c1ccc(OC)cc1)CS(=O)C2 (stereo not drawn)	-11%	5	-1%	0%	-9%	2%	7%	3%	-5%
CCc1nn(CC(=O)NC2CCN(Cc3ccccc3)CC2)c(=O)c2cc3cc(F)ccc3n12	8%	3	-7%	-1%	7%	14%	4%	16%	-1%
Cn1ccnc1SCC(=O)NC1(C#N)CCCCC1	11%	19	-2%	nt	nt	37%[activator]	-9%	17%	nt
CCCC(=O)N(c1ccc(C(=O)O)cc1)c1nc(-c2ccccc2)c(C)s1	-15%	-1	1%	50%	-3%	-8%	4%	2%	-2%
O=C(CN1C(=O)COc2ccc(Cl)cc21)Nc1ccc(F)cc1	7%	-3	8%	10%	-1%	33%[activator]	-14%	nt	-18%
CCCCCc1c(C)nc(N2CCN(Cc3ccc4c(c3)OCO4)CC2)[nH]c1=O	-2%	11	i	11%	1%	-9%	0%	19%	-6%
O=C1C=CC(=O)C(CNc2ccc(C(=O)OCc3ccccc3)cc2)=C1	-35%	-21	-9%	nt	nt	?	?	nt	nt

Ordered by formula weight (high to low): part of the list above.
SMILES	POLK inh	RXFP1 antag	Tb PGK inh	POLB inh	BLM inh	POLI inh	POLH inh	APE1 inh	Apoferritin bind
Cc1ccc(-n2[nH]c(C)c(C=Nc3ccc(S(=O)(=O)N4CCOCC4)cc3)c2=O)c(C)c1	nt	nt	nt	42%	3%	nt	nt	5%	-12%
O=C1C=CC(=O)C(CNc2ccc(C(=O)OCc3ccccc3)cc2)=C1	-35%	-21	-9%	nt	nt	?	?	nt	nt
O=C(CN1C(=O)COc2ccc(Cl)cc21)Nc1ccc(F)cc1	7%	-3	8%	10%	-1%	33%[activator]	-14%	nt	-18%
Cc1ccc2cc(CN(C)S(C)(=O)=O)c(=O)[nH]c2c1	3%	4	-1%	0%	2%	12%	11%	-12%	-3%
CN1C(=O)C(Cc2c[nH]c3ccccc23)NC1=S (stereo not drawn)	-15%[60.1 µM]	nt	nt	nt	6%&-7%	nt	nt	-5%&-5%	2%&-21%

The listing picks up, starting two compounds before the break.
SMILES	POLK inh	RXFP1 antag	Tb PGK inh	POLB inh	BLM inh	POLI inh	POLH inh	APE1 inh	Apoferritin bind
CCCCCc1c(C)nc(N2CCN(Cc3ccc4c(c3)OCO4)CC2)[nH]c1=O	-2%	11	i	11%	1%	-9%	0%	19%	-6%
O=C1C=CC(=O)C(CNc2ccc(C(=O)OCc3ccccc3)cc2)=C1	-35%	-21	-9%	nt	nt	?	?	nt	nt
CCN(CC)Cc1c(C(=O)N/N=C/c2c(Cl)cccc2Cl)nnn1-c1nonc1N	-2%	-2	-1%	50%	-6%	35%[activator]	-14%	0%	-12%
CCc1nnc(NC(=O)CCC2CCCCC2)s1	5%	-2	-4%	nt	nt	-27%	-16%	nt	nt
O=C(O)COc1ccccc1/C=N/NC(=O)c1cc(-c2ccccc2)nc2ccccc12	0%	-12	i	18%	-2%	31%[activator]	-7%	14%	3%
CC(c1ccon1)N(C)C(=O)c1ccc(OC2CCN(C(=O)C3CC3)CC2)cc1 (stereo not drawn)	-18%	-20	4%	3%	-2%	-11%	2%	5%	-6%
NC(=O)c1oc2ccccc2c1NC(=O)C1CC(=O)N(c2ccccc2)C1 (stereo not drawn)	-8%	-9	-6%	nt	nt	60%[activator]	-16%	30%	nt
O=C(Nc1ccccn1)c1nc(-c2ccccc2)n(-c2ccccc2)n1	3%[60.1 µM]	-7	-5%	0%	-7%	22%	-17%	0%	-6%

Quoted from the listing.
Tb PGK inh, O=C1C=CC(=O)C(CNc2ccc(C(=O)OCc3ccccc3)cc2)=C1 = -9%
RXFP1 antag, CCCCCc1c(C)nc(N2CCN(Cc3ccc4c(c3)OCO4)CC2)[nH]c1=O = 11
POLH inh, COc1cc(/C=N/NC(=S)Nc2cccc(Cl)c2C)ccc1OCC(=O)N1CC(C)OC(C)C1 (stereo not drawn) = -8%
POLB inh, CCc1nn(CC(=O)NC2CCN(Cc3ccccc3)CC2)c(=O)c2cc3cc(F)ccc3n12 = -1%
